CASP6 VEID inh = inhibitors of human caspase-6 | hit rate 0.53% among 350,000 | inhibition, % at 12.5 µM | purified caspase-6, Z-VEID-R110 cleavage fluorescence;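 active means mean inhibition across replicates at least about 35%, with every replicate also reaching that limit, limit read from the data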;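 further: 0% = median of neutral control wells and 100% = no fluorescence left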
Target sequence (P55212 24-179 limits assumed): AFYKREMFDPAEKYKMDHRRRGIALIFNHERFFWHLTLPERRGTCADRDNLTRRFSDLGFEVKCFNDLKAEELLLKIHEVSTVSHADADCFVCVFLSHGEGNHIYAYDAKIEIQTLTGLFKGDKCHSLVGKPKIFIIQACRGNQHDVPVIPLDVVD
Target sequence (P55212 194-293 limits assumed): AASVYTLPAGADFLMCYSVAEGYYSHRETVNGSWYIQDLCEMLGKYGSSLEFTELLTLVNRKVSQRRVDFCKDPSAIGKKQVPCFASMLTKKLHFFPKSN
LGR2 inh = blocks bursicon-induced cAMP signaling via Drosophila LGR2. inhibition, % at 9.99 µM. hit rate 0.35% among 380,000. HEK293 LGR2, CRE-luciferase, bursicon-stimulated, 4 h;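 active means drop in luminescence signal, shown as inhibition above about 50% in the replicate tests, limit read from the data, passing the limit was not always enough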;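 further: agonist challenge used bursicon conditioned medium at about half maximal strength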
EWS-Fli block = EWS/Fli transcriptional activity inhibition; A673 NR0B1-luciferase reporter, viability-normalised; inhibition, % at 12.6 µM; hit rate 0.67% among 350,000;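 active means mean inhibition of at least 50% after viability correction, with every replicate also passing that limit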;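 further: firefly luciferase signal divided by Alamar Blue viability fluorescence both relative to DMSO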
PGC1a acetyl inh = PGC1a acetylation modulation, inhibitor mode; U2OS PGC1a acetylation, AlphaScreen anti-acetyl-lysine; with virally co-expressed GCN5 acetyltransferase; inhibition, % at 15.6 µM; hit rate 0.17% among 350,000;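 active means every replicate shows inhibition of at least 40%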;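 further: 0% = neutral control wells and 100% = positive control wells; some results beyond the cut were filed as inactive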
miR-122 sensor = blocks miR-122 activity in Huh7 sensor cells; Huh7 miR-122 Renilla luciferase sensor, 48 h; neutral wells = 0, positive control = 100; activation (reporter increase), % at 12.5 µM; hit rate 0.3% among 340,000; AID 602342;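 active means mean replicate activation score at least 90 and every replicate individually at or above 90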;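 further: higher luciferase means less miR-122 activity so hits act as miR-122 inhibitors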
Cneo AK release = Cryptococcus neoformans lysis via adenylate kinase release. C. neoformans lysis, adenylate kinase release luminescence, 4 h; normalised: neutral wells 0, clomiphene wells 100. lysis activity, % at 15 µM. hit rate 0.2% among 360,000. AID 651654;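 active means mean lysis activity across replicates of at least 80%, whatever share of replicates individually reach that level; inactive means mean lysis activity below 80%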
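Schedule: static 4 h at 37 °C with compound, 1 h detection; system: C. neoformans cells; benchmarks: Clomiphene as positive control; buffer or medium: fresh YPD medium; measure: luminescence rise reflecting yeast cell lysis; measured by: luminescent adenylate kinase detection reagent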
FN deposit inh = fibronectin deposition inhibition | AH1F fibroblasts, Alexa488-fibronectin deposition fluorescence, overnight | inhibition, % at 12.6 µM | hit rate 0.086% among 350,000 | AID 743247;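 active means mean inhibition across replicates of 30% or more, regardless of how many single replicates reach that level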;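 further: positive control wells lacked labelled fibronectin entirely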
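Material: AH1F fibroblast monolayer depositing Alexa488-labelled fibronectin into matrix / Amount: 10000 AH1F cells per well / Signal: fluorescence 485/525 nm / Medium: DMEM, 2% serum / Compound: single dose, pinned / Incubation: 1 h cell adhesion before compound, then overnight fibronectin incubation / Reagent: Alexa488-FN, 24 nM final / Read-out: inhibition of fibronectin deposition signal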
PAX8 reporter = inhibitors of PAX8 transcriptional activity in RMG-I cells. RMG-I TPO-luciferase reporter, SteadyGlo, 24 h. inhibition, % at 12.6 µM. hit rate 1.2% among 360,000;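 active means mean replicate inhibition at least 60% with every replicate also reaching 60%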;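 further: luciferase light reporting Pax8 driven TPO promoter activity; plate controls were median of neutral control wells for no effect and mitoxantrone controls for full effect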
Active calls of the source: *; [ ] = dose if it differs, or a comment.

Screening COC(=O)CCC(=O)OC1(C)C(=O)C=C2C=C(C3CC3)N(CCc3ccccn3)C=C2C1=O (configuration not stated) returned CASP6 VEID inh 31, LGR2 inh 2, EWS-Fli block -10, PGC1a acetyl inh 3, miR-122 sensor -6, Cneo AK release 0, FN deposit inh 7 and PAX8 reporter 14.
Screening COc1cc2c(c(OC)c1OC)-c1ccc(NC(=O)c3ccccc3)c(=O)cc1[C@@H](NC(C)=O)CC2 returned CASP6 VEID inh 2, LGR2 inh 13, EWS-Fli block 54*, FN deposit inh -1 and PAX8 reporter 60.
For COc1cccc(-c2nnc(NC(=O)Cc3cccs3)s2)c1 the results were PGC1a acetyl inh -20, miR-122 sensor 3, Cneo AK release -1, FN deposit inh -3 and PAX8 reporter -7.
`COc1cccc(NC(C)C(=O)Nc2cc([N+](=O)[O-])ccc2Cl)c1` (configuration not stated) gave CASP6 VEID inh 4, LGR2 inh 31, EWS-Fli block 16, PGC1a acetyl inh 2, miR-122 sensor 4, Cneo AK release -1, FN deposit inh -4 and PAX8 reporter -25.
`CS(=O)(=O)c1cnc2c(-c3ccc(F)cc3)cnn2c1N` gave PGC1a acetyl inh 12, miR-122 sensor -10, Cneo AK release -2 and FN deposit inh 1.
`Cc1ccc(C(C)C)c(OCc2n[nH]c(=S)o2)c1` gave CASP6 VEID inh -1, LGR2 inh 1, EWS-Fli block 0, PGC1a acetyl inh -11, miR-122 sensor -8, Cneo AK release 1, FN deposit inh -12 and PAX8 reporter 14.
Screening COc1ccc(S(=O)(=O)Nc2ccc3c(c2)C(=O)N([C@@H](C)CO)C[C@H](C)[C@@H](CN(C)S(=O)(=O)c2ccc(OC)cc2)OCCCC[C@H](C)O3)cc1 returned LGR2 inh 6, EWS-Fli block 8, PGC1a acetyl inh -10, miR-122 sensor -5[16.7 µM], Cneo AK release -4, FN deposit inh -20 and PAX8 reporter 37.
Cc1c(Cl)cccc1NC(=O)CCCN1C(=O)c2cccnc2C1=O was read as CASP6 VEID inh -2, LGR2 inh 27, EWS-Fli block 1, PGC1a acetyl inh 6, miR-122 sensor -13, Cneo AK release -3 and PAX8 reporter 4.
`COc1cc(C(=O)NCCNc2nc3c(C)cccc3cc2C#N)cc(OC)c1OC` gave CASP6 VEID inh 3, LGR2 inh -5, EWS-Fli block 9, PGC1a acetyl inh 9, Cneo AK release 0, FN deposit inh 5 and PAX8 reporter 2.
For C[C@@H]1CCCCO[C@H](CN(C)C(=O)Nc2ccccc2)[C@H](C)CN([C@H](C)CO)C(=O)c2cc(NC(=O)NC3CCCCC3)ccc2O1 the results were CASP6 VEID inh -2, LGR2 inh -8, EWS-Fli block 4, PGC1a acetyl inh -8, miR-122 sensor 1[16.7 µM], Cneo AK release -3, FN deposit inh 2 and PAX8 reporter 7.
For Cc1ccc2nc(SCC(=O)Nc3ccc(F)cc3)nc(=O)n2c1 the results were CASP6 VEID inh 0, LGR2 inh -1, EWS-Fli block -1, PGC1a acetyl inh 76*, miR-122 sensor 1, Cneo AK release -3, FN deposit inh 5 and PAX8 reporter -14.
Screening O=C(CN(C(=O)c1ccc(Cl)cc1)C1CCCCC1)Nc1ccc(Cl)c([N+](=O)[O-])c1 returned CASP6 VEID inh -1, LGR2 inh 19, EWS-Fli block 16, FN deposit inh 1 and PAX8 reporter 41.
Screening O=C1Cc2cc(S(=O)(=O)N3CCN(c4ccc(C(=O)O)cc4)CC3)ccc2N1 returned CASP6 VEID inh 38*, LGR2 inh 14, EWS-Fli block -7, miR-122 sensor 2, Cneo AK release 0, FN deposit inh 6 and PAX8 reporter -6.
For CCC(=O)N[C@H]1CC[C@@H](CCn2cc(-c3cccc(OC)c3)nn2)O[C@@H]1CO the results were CASP6 VEID inh 4, LGR2 inh 17, EWS-Fli block -11, PGC1a acetyl inh -2, Cneo AK release -4 and PAX8 reporter -2.
`CCCCC(CC)C(=O)Nc1ccc(S(=O)(=O)N2CCCC2)cc1` (configuration not stated) gave CASP6 VEID inh 2, LGR2 inh -3, EWS-Fli block 7, PGC1a acetyl inh 2, miR-122 sensor 0, Cneo AK release -2, FN deposit inh 1 and PAX8 reporter 9.
Screening Cc1ccc2nc(C3CCCCC3)[nH]c2c1 returned CASP6 VEID inh 1, LGR2 inh -27, EWS-Fli block -93, PGC1a acetyl inh -10, miR-122 sensor -6, Cneo AK release -1, FN deposit inh -2 and PAX8 reporter -158.
For CCCNC(C)(C)COC(=O)c1ccccc1 the results were CASP6 VEID inh 1, LGR2 inh 14, EWS-Fli block -2, PGC1a acetyl inh 13, miR-122 sensor 5, Cneo AK release 1, FN deposit inh 2 and PAX8 reporter -6.
`c1ccc(CNC2=NCCCCC2)cc1` gave LGR2 inh 9, PGC1a acetyl inh 3, miR-122 sensor -4 and Cneo AK release 0.
Screening O=C(O)c1ccc(S(=O)(=O)c2ccc3c(c2)C(=O)N(NC(=O)c2ccccc2)C3=O)cc1 returned CASP6 VEID inh 2, LGR2 inh 5, EWS-Fli block 0, PGC1a acetyl inh 12, miR-122 sensor -2, Cneo AK release -1, FN deposit inh 17 and PAX8 reporter 1.
COCCNC(=O)C[C@@H]1C[C@@H]2c3cc(NC(=O)C4CCC4)ccc3O[C@@H]2[C@@H](CO)O1 was read as CASP6 VEID inh 7, LGR2 inh 3, EWS-Fli block -12, PGC1a acetyl inh -2, miR-122 sensor 2[16.7 µM], Cneo AK release -17 and PAX8 reporter 4.
For COc1ccc(CCN(Cc2ccccn2)C(=S)Nc2ccccc2F)cc1OC the results were CASP6 VEID inh -1, LGR2 inh -7, EWS-Fli block -2, miR-122 sensor -5, Cneo AK release 1, FN deposit inh -2 and PAX8 reporter 0.
For COc1ccc(Nc2c3c(nc4ccc(C)cc24)CCC3)cc1 the results were LGR2 inh 16, EWS-Fli block 23, PGC1a acetyl inh -8, miR-122 sensor 5, Cneo AK release 2, FN deposit inh -4 and PAX8 reporter 6.
For N/C(=N\c1nc2c(c(=O)[nH]1)CCCC2)Nc1ccccc1 the results were PGC1a acetyl inh 41, miR-122 sensor 5, Cneo AK release -1, FN deposit inh -6 and PAX8 reporter 16.
`COc1ccccc1NC(=O)N1CCCCN2[C@H](CO)[C@H](c3ccc(-c4ccc(C)cc4)cc3)[C@H]2C1` gave CASP6 VEID inh -1, LGR2 inh 9, EWS-Fli block 40, PGC1a acetyl inh -16, miR-122 sensor -25[16.7 µM], Cneo AK release 23, FN deposit inh 7 and PAX8 reporter 80*.
COc1ccc(-n2c(C)nnc2SCC(=O)NC2CC2)cc1 was read as CASP6 VEID inh -3, LGR2 inh 13, Cneo AK release 1, FN deposit inh 14 and PAX8 reporter -6.
O=C(COc1ccccc1Cl)Nc1ccc2c(c1)C(=O)NC2=O was read as CASP6 VEID inh 0, LGR2 inh -16, EWS-Fli block -48, miR-122 sensor -5, Cneo AK release 4 and PAX8 reporter -84.
`CCOC(=O)C1=C(CC)Nc2ccccc2N=C1N` gave CASP6 VEID inh -1, LGR2 inh -10, EWS-Fli block 1 and PAX8 reporter 9.
`Cc1noc(C)c1NC(=O)Nc1ccc2c(c1)C(=O)N([C@H](C)CO)C[C@@H](C)[C@H](CN(C)Cc1ccc(-c3ccccc3)cc1)O2` gave CASP6 VEID inh -1, LGR2 inh 21, EWS-Fli block 8, PGC1a acetyl inh 4, miR-122 sensor 3[16.7 µM], Cneo AK release 2 and PAX8 reporter 5.
Screening CNS(=O)(=O)c1cc(Br)ccc1S(=O)c1ccccc1C(=O)O (configuration not stated) returned CASP6 VEID inh -3, LGR2 inh 3, EWS-Fli block 5, PGC1a acetyl inh 1, FN deposit inh -1 and PAX8 reporter 13.
`Cc1cccc(C)c1NC(=O)C(c1ccc([N+](=O)[O-])cc1)N(C)C(=O)c1ccccn1` (configuration not stated) gave CASP6 VEID inh 0, EWS-Fli block 11, PGC1a acetyl inh 3, miR-122 sensor 8, Cneo AK release -2, FN deposit inh 4 and PAX8 reporter 26.
Screening COc1ccc(S(=O)(=O)N2CCCC2)c(Cl)c1Cl returned CASP6 VEID inh -3, LGR2 inh -3, EWS-Fli block 5, PGC1a acetyl inh -3, miR-122 sensor 2, FN deposit inh 9 and PAX8 reporter 39.
For C[C@@H]1CCCCO[C@H](CN(C)C(=O)Nc2ccc(F)cc2)[C@@H](C)CN([C@@H](C)CO)C(=O)c2cc(NC(=O)NC3CCCCC3)ccc2O1 the results were CASP6 VEID inh -3, LGR2 inh 20, EWS-Fli block 4, PGC1a acetyl inh 6, miR-122 sensor -11[16.7 µM], Cneo AK release -1 and PAX8 reporter 66*.
`CCN(CC(=O)Nc1c(F)cccc1F)C(=O)CCN1C(=O)C2CCCCC2C1=O` (configuration not stated) gave CASP6 VEID inh -1, LGR2 inh 13, EWS-Fli block 0, PGC1a acetyl inh -5, miR-122 sensor -3, FN deposit inh 7 and PAX8 reporter 7.
Screening COC(=O)C[N+](C)(C)C/C=C\c1ccccc1 returned CASP6 VEID inh 1, EWS-Fli block -7, FN deposit inh -2 and PAX8 reporter -3.
Screening Cc1ccc(NC(=O)COc2cccc(Oc3ccccc3)c2)cc1S(=O)(=O)N1CCOCC1 returned CASP6 VEID inh -1, LGR2 inh 12, EWS-Fli block 10, PGC1a acetyl inh -10, miR-122 sensor -2, Cneo AK release 1, FN deposit inh -17 and PAX8 reporter 7.
For Cc1[nH]c2ccc(C(=O)NC3CCC(C)CC3)cc2c1C (configuration not stated) the results were CASP6 VEID inh 1, LGR2 inh -17, EWS-Fli block -142, miR-122 sensor 32, Cneo AK release -2, FN deposit inh -9 and PAX8 reporter -112.
Screening CC1(C(=O)NS(=O)(=O)c2cccc(C#N)c2)CCN1C(=O)c1ccco1 (configuration not stated) returned CASP6 VEID inh 0, LGR2 inh -4, EWS-Fli block 0, PGC1a acetyl inh 0, miR-122 sensor -8, Cneo AK release 0, FN deposit inh -8 and PAX8 reporter -138.
C=CCc1c(C)nc(SC)nc1Nc1ccc(C)cc1 was read as CASP6 VEID inh 4, LGR2 inh -2, PGC1a acetyl inh 2, miR-122 sensor 11 and Cneo AK release 6.
CC(C)(C)c1ccc(S(=O)(=O)Nc2ccc(C(=O)N3CCCC3)cc2)cc1 was read as CASP6 VEID inh 5, LGR2 inh 1, Cneo AK release -3, FN deposit inh 3 and PAX8 reporter 12.
`CC(OC(=O)COc1ccc(C#N)cc1)C(=O)Nc1ccc(Cl)cn1` (configuration not stated) gave CASP6 VEID inh 3, LGR2 inh -8, EWS-Fli block -2, Cneo AK release 1, FN deposit inh 3 and PAX8 reporter -12.
For O=C(C[C@H]1CC[C@H](NC(=O)Cc2cccnc2)[C@@H](CO)O1)Nc1ccccc1 the results were CASP6 VEID inh 0, LGR2 inh -4, EWS-Fli block 7 and PGC1a acetyl inh -9.
For COc1ccc(NC(=O)CN2C(=O)C(C)Oc3ccc(C)cc32)cc1 (configuration not stated) the results were CASP6 VEID inh 2, LGR2 inh 6, EWS-Fli block 34, PGC1a acetyl inh 23, miR-122 sensor -12, Cneo AK release 0, FN deposit inh -3 and PAX8 reporter 15.

Looked up by structure from the list above:
For COc1ccc(NC(=O)CN2C(=O)C(C)Oc3ccc(C)cc32)cc1 (configuration not stated) the results were CASP6 VEID inh 2, LGR2 inh 6, EWS-Fli block 34, PGC1a acetyl inh 23, miR-122 sensor -12, Cneo AK release 0, FN deposit inh -3 and PAX8 reporter 15.
For COc1ccc(CCN(Cc2ccccn2)C(=S)Nc2ccccc2F)cc1OC the results were CASP6 VEID inh -1, LGR2 inh -7, EWS-Fli block -2, miR-122 sensor -5, Cneo AK release 1, FN deposit inh -2 and PAX8 reporter 0.

From PubChem BioAssay

Rows were taken by chance, and some 2.5% of all compounds hit somewhere here.
